# Autofluor 339 – intrinsic fluorescence of library compounds, ex339/em460 – biochemical, MLSMR library, data from DPM-DC assay, artefact control, profiling panel; compound autofluorescence, ex339/em460 nm, NADH buffer; stronger effect = higher value; 1 = no-compound wells, NADH background; fluorescence fold increase at 10 µM; 5.5% of 65,000 active;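 active = at 10 µM, mean starting fluorescence two-fold or more over control wells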;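 also: signal is the first read of a kinetic run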
# MMP-13 inhibitor – blocks human MMP13 activity | P45452 | MMP-13 fTHP FRET cleavage, Mca fluorescence | inhibition, % at 4 µM | 0.07% of 65,000 active | AID 570;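 active = inhibition above the mean of compound-free control plate wells plus 3 SD, cut at about 14% in these data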;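 also: 0% = DMSO wells and 100% = wells with reference MMP-13 inhibitor after basal subtraction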
# 5-HT1A blocker – 5-HT1a (human) receptor antagonism | CHO 5-HT1a Ga15 NFAT-bla reporter, antagonist mode | inhibition, % at 10 µM | P08908 | 0.68% of 62,000 active | AID 612;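 active = inhibition above the mean of all tested compounds plus 3 SD, cut at about 43% in these data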;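 also: receptor stimulated by 5-CT agonist at 100 nM near EC80; beta-lactamase reporter measured by ratiometric fluorescence of a cleavable substrate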
# S1P1 ag-PAM – agonists and agonism potentiators of human S1P1 receptor. P21453. activation, % at 9.5 µM. S1P1 CRE-bla cells, forskolin, beta-lactamase FRET, potentiator mode; S1P1 agonist co-added at EC20, 2 nM; 100% = saturating reference agonist, 0% = basal. 0.57% of 56,000 active;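 active = activation above a cutoff set at the mean activation of all tested compounds plus 3 SD, cut at about 54% in these data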;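 also: forskolin at 4 µM as EC80 and the EC20 agonist is SEW2871; 100% = SEW2871 at its EC100 plus forskolin at EC80; some compounds past the cut are filed as inactive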
# Abs 340nm – absorbance at 340 nm. compound absorbance at 340 nm, fold over control. fold change at 10 µM. 65,000 tested, under 10 active. AID 708;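 active = at 10 µM dose, initial 340 nm absorbance at least 2 fold that of control wells; inactive = change under 2 fold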;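 also: initial absorbance extrapolated from kinetic A340 decline of NADH oxidation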
# 5HT1E antag – 5-HT1E (human) receptor antagonism; inhibition, % at 6 µM; 0.99% of 65,000 active; CHO 5-HT1E Ga15 NFAT-bla reporter, FRET, antagonist;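 active = inhibition above a set limit, the mean inhibition across every tested compound plus 3 SD, cut at about 29% in these data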;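 also: signal is the 460 over 535 nm emission ratio of beta-lactamase substrate; 0% = agonist plus DMSO wells and 100% = wells without agonist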
# 5HT1E ag – 5-HT1E (human) receptor agonism. P28566. CHO 5-HT1E Ga15 NFAT-bla reporter, FRET; 0% DMSO wells, 100% control agonist wells. activation, % at 6 µM. 0.69% of 65,000 active. AID 574;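 active = activation above a set limit, the screen-wide mean activation plus 3 SD, cut at about 8.5% in these data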;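 also: 100% = positive control agonist at 1 µM giving full maximal response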
# Her2 expr inh – lowers expression of human Her2 kinase; SKBR-3 HER2 protein level, AlphaScreen, 18-24 h; stronger effect = lower value; P04626; HER2 level % of control, % at 10 µM; 0.69% of 65,000 active;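 active = HER2 level under 5% of the carrier-only control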;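 also: 100% = DMSO carrier and 0% = 500 nM PU-H71 HSP90 inhibitor; lower value means stronger loss of Her2 protein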
# Target sequence (P04626 whole entry, looked up): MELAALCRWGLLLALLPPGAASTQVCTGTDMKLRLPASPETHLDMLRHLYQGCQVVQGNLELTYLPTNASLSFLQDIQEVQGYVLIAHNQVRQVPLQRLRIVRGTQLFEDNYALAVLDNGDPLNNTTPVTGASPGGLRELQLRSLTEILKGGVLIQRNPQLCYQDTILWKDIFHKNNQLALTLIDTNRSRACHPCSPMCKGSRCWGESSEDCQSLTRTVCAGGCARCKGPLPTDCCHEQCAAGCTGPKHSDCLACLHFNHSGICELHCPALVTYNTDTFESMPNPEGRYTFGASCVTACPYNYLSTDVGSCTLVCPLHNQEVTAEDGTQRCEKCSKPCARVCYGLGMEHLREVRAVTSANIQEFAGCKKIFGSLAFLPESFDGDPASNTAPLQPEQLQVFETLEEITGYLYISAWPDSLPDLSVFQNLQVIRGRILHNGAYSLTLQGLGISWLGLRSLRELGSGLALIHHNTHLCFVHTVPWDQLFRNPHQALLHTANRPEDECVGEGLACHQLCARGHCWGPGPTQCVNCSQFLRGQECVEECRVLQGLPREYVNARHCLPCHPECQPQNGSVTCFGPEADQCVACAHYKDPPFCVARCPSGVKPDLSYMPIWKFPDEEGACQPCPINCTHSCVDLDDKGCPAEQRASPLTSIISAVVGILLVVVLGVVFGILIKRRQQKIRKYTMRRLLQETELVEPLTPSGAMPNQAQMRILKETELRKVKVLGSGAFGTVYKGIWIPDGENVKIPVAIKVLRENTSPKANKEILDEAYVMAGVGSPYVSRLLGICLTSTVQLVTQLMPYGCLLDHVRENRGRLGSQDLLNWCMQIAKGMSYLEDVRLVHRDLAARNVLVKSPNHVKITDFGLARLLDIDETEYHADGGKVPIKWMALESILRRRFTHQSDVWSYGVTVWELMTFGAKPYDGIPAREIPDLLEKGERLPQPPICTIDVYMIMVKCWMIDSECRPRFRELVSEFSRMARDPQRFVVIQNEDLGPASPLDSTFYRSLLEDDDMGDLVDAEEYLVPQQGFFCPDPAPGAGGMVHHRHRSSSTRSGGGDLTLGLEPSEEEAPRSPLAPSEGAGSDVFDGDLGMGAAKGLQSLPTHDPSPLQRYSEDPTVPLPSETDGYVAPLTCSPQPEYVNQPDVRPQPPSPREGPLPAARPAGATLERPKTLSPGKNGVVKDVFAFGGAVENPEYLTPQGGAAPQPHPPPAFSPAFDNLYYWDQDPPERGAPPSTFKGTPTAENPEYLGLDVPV
# S1P3 agonist – agonists of human S1P3 receptor; S1P3 NFAT-BLA reporter cells, agonism, FRET ratio; relative to 1 µM S1P, basal subtracted; activation, % at 4.5 µM; 0.1% of 60,000 active; AID 373;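 active = activation above the screen-wide mean plus 3 SD, cut at about 4.5% in these data, passing the limit was not always enough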; also: some compounds called inactive have numbers as strong as hits
#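 Assay system: CHO cells stably expressing human S1P3, Gα16 and NFAT-β-lactamase reporter. Timing: overnight plating, 4 h compound 37 °C, 2 h substrate RT. Signal: β-lactamase FRET emission ratio 460/535 nm. Measure: percent activation versus median 1 µM S1P response, basal-subtracted, per plate. Repeats: primary screen single test, confirmation screen in triplicate.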
# An asterisk follows results filed as active; / = no result given; [ ] = dose if it differs, or a comment.
no.	Autofluor 339	MMP-13 inhibitor	5-HT1A blocker	S1P1 ag-PAM	Abs 340nm	5HT1E antag	5HT1E ag	Her2 expr inh	molecule	S1P3 agonist
1	1.3	-11	-4	63*	1.1	3	-0.1	63	CCOC(=O)c1ccc2nc(NC(=O)c3ccco3)sc2c1	-0.1
2	1	0	10	17	1	2	-1.1	102	O=c1c2c(nc3n1CCCCC3)-c1ccccc1CC21CCCC1	-0.5
3	0.99	-2	-1	2	0.99	-1	0.2	98	O=C(CSc1nnc(-c2ccco2)n1Cc1ccco1)NCc1cccs1	0.1
4	1.1	2	-4	/	0.99	0	-0.3	111	COc1ccccc1NC(=O)Cc1noc(CSc2nnc(C)s2)n1	/
5	1	2	-8	2	1	4	0.2	72	CCOC(=O)c1ccc(NC(=O)C2CCN(S(=O)(=O)c3ccccc3)CC2)cc1	0.1
6	0.99	-3	21	17	0.97	28	-0.3	64	O=C(CCCCn1c(=O)c2ccccc2n(Cc2ccc(Cl)cc2)c1=O)NCc1ccco1	-1.0
7	3.5*	-12	-1	-9	1	-15	-0.2	113	CCOC(=O)N1CCC(NC(=O)c2ccc3c(c2)sc2nc(-c4ccc(OC)cc4)cn23)CC1	0.1
8	1.1	-2	-5	-21	1	-12	-1.2	82	O=S(=O)(c1ccc(S(=O)(=O)N2CCCN(Cc3ccccc3)C2)cc1)N1CCCCCC1	-0.9
9	1.1	-2	2	0	0.99	-2	-0.3	101	CC(=O)N1CCN=C1SCc1cccc(C(F)(F)F)c1	0.0
10	1.9	-7	-3	-28	1.1	10	0.4	119	CN(C)c1ccc(-n2cc3c(=O)n(C)c(=O)n(C)c3c2)cc1	-1.0
11	1.8	-2	-17	/	1.1	-2	0.7	76	CCc1c(C(C)O)oc2ccc3c(C)cc(=O)oc3c12 (configuration not stated)	-0.6
12	1.2	5	-4	17	1.1	2	-0.4	115	CCOC(=O)C1=C(O)C(=O)N(c2ccc(S(N)(=O)=O)cc2)C1c1ccc(OC)cc1OC (configuration not stated)	-0.2
13	1.8	-16	3	-4	1	-11	0.2	107	O=C(CCC1N=C2c3ccccc3N=C(SCc3ccc(F)cc3)N2C1=O)NCc1ccco1 (configuration not stated)	-1.0
14	3.7*	-305[fluorescence artefact?]	0	-74	1.1	38*	-0.1	37	N#Cc1c(-c2ccco2)cc(-c2cccnc2)nc1N	0.6
15	1	0	18	14	0.99	7	-0.7	107	CC(=O)c1cccc(S(=O)(=O)NCC(c2ccco2)N2CCCCC2)c1 (configuration not stated)	-0.5

# (cont.)
no.	Autofluor 339	MMP-13 inhibitor	5-HT1A blocker	S1P1 ag-PAM	Abs 340nm	5HT1E antag	5HT1E ag	Her2 expr inh	molecule	S1P3 agonist
16	1.1	0	4	-8	1.1	-1	-1.5	108	Cc1c(CN(C)C(=O)CSc2nc(-c3ccco3)cc(C(F)(F)F)n2)cnn1C	0.3
17	0.98	3	5	3	0.98	12	-0.4	143	O=C(NCc1ccccc1)C1CCCN(C(=O)Nc2ccccc2)C1 (configuration not stated)	-0.2
18	1	2	5	-6	1	1	2.1	113	CCOC(=O)c1cnc(SCC(=O)Nc2ccc(NC(=O)CC)c(OC)c2)nc1N	0.5
19	1.1	1	-5	-5	1	-1	1.8	55	O=C(NCc1cn2ccsc2n1)c1cccs1	0.6
20	1.7	6	3	21	1.1	4	0.6	68	O=C(CSc1nc2sc3c(c2c(=O)n1-c1ccccc1)CCCC3)NCc1ccco1	-1.1
21	1.1	4	-1	/	1.1	10	0.8	104	CC1CCN(c2ccc(NC(=O)c3cccnc3)cc2)CC1	-0.7
22	1.1	8	-2	4	1.1	5	-1.2	51	CN(C)S(=O)(=O)c1cccc(C(=O)Nc2cc(Cl)ccc2O)c1	-1.3
23	1.1	1	-19	11	1.1	0	0.7	102	COc1ccc(NC(=O)CSc2nnc(Cn3c(=O)sc4ccccc43)n2C)c(OC)c1	-1.6
24	0.98	2	/	27	0.99	1	0.2	96	CC(=O)O[C@]1(C(C)=O)CC[C@H]2[C@@H]3C=C(Cl)C4=CC(=O)CC[C@]4(C)[C@H]3CC[C@@]21C	-0.8
25	1	-4	6	-1	0.98	-4	0.0	134	CC(C(=O)N1CCCCC1)n1ncn2cccc2c1=O (configuration not stated)	-0.4
26	1.1	2	/	6	1.1	-7	-1.1	108	Cc1c(/C(O)=C2\C(=O)C(=O)N(CCN(C)C)C2c2cccs2)cnn1-c1ccccc1 (configuration not stated)	-4.0
27	1.2	-2	8	/	1.1	3	-0.6	112	CC(C)c1nc2cc3ccccc3cc2[nH]1	/
28	1.1	-4	11	3	0.97	6	-0.5	93	COCCOC(=O)/C=C1/NC(=O)CS1	-0.8
29	1.1	-5	-2	0	0.98	-3	0.7	112	Cn1c(CCN2CCCCC2)nc2cc(NS(=O)(=O)c3ccc(F)cc3)ccc21	-0.3
30	1.1	1	7	-28	1.2	-1	0.9	84	COc1cccc(C(=O)Nc2nnc(-c3cccs3)o2)c1	0.2

# (continued)
no.	Autofluor 339	MMP-13 inhibitor	5-HT1A blocker	S1P1 ag-PAM	Abs 340nm	5HT1E antag	5HT1E ag	Her2 expr inh	molecule	S1P3 agonist
31	1.1	6	-7	-10	1.1	-1	1.4	74	COc1ccc(N2C(=O)CC(NCc3cccs3)C2=O)cc1 (configuration not stated)	-1.3
32	1.1	1	/	14	0.98	-11	-0.3	97	CC(=O)OC12CC3CC(C1)C(=NO)C(C3)C2	-3.8
33	1.2	6	-12	-22	1	-3	0.4	103	CC(=O)Nc1ccc(S(=O)(=O)NCC2CCC(C(=O)N3CCCCCC3)CC2)cc1 (configuration not stated)	-0.2
34	1.1	-7	-15	19	1	-3	-0.3	86	O=C(c1ccc(F)cc1)C1CCN(C(=O)N2CCOCC2)CC1	-0.5
35	1.1	1	1	-13	1	-4	1.5	122	CC(=O)Cc1ccccc1OC(=O)c1ccco1	0.7
36	1.1	1	-8	9	0.99	11	-0.7	121	COc1ccc(NC(=O)Cn2nnc(C(=O)NCc3cccc(OC)c3)c2N)cc1	-0.4
37	1.1	3	10	-2	1	-1	-1.0	102	COc1cccc(CCC(=O)O)c1OC	-0.3
38	1.1	-7	15	2	1	15	-1.1	234	O=c1oc2ccccc2n1Cn1c(=O)oc2ccccc21	-1.1
39	1	1	8	6	1	6	-0.7	81	NC1=NC(c2ccccc2Cl)n2c(nc3ccccc32)N1 (configuration not stated)	-0.5
40	1.2	4	40	48	1	9	-0.1	103	COc1ccc(OC)c(C2C(C#N)=C(N)Oc3c2c(C)nn3-c2cccc(Cl)c2)c1 (configuration not stated)	-0.8
41	1.1	-4	-3	15	1	-3	0.1	99	c1ccn2cc(CSC3=NCCS3)nc2c1	-0.2
42	1.1	9	-22	0	1	-10	0.8	116	OCCNc1nc(OCC(F)(F)F)nc(N2CCN(C34CC5CC(CC(C5)C3)C4)CC2)n1	-0.5
43	1.1	-2	-9	/	1	6	-1.5	88	O=S(=O)(NC1CCN(Cc2ccccc2)CC1)c1cccc(S(=O)(=O)N2CCOCC2)c1	/
44	1.1	-1	5	9	1	-8	0.2	86	CC(C)CCSc1nnc(Cn2c(=O)sc3ccccc32)n1C	-0.7
45	1.1	3	-2	-11	1	-12	-0.2	103	CCCCOCC(O)Cn1c(C)nc2ccccc21 (configuration not stated)	-1.5

# Next structures.
no.	Autofluor 339	MMP-13 inhibitor	5-HT1A blocker	S1P1 ag-PAM	Abs 340nm	5HT1E antag	5HT1E ag	Her2 expr inh	molecule	S1P3 agonist
46	1	3	4	-33	0.99	-3	0.9	73	Cc1nc2c(-c3ccccc3)c(C)nn2c(C)c1CCC(=O)O	-0.2
47	1	-1	-5	1	1	-8	0.1	122	O=C(NCCCN1CCCC1=O)c1cc(=O)c2ccccc2o1	0.4
48	1.1	1	-2	-10	1	-7	0.0	79	CCN(Cc1ccccc1)C(=O)C1CCN(Cc2ccc(OC)c(OC)c2OC)CC1	1.1
49	0.88	5	-2	-12	1.1	-4	-0.3	92	O=C(Nc1ccccc1)N1CCN(Cc2ccc3c(c2)OCO3)CC1	-1.4
50	1.1	4	1	-16	1	-13	-1.3	73	CCOC(=O)c1ccc(NC(=O)CSc2nnnn2CCCO)cc1	-0.6
51	1.2	4	18	20	1.1	8	0.5	106	CCOC(=O)C1CCCN(c2ncnc3c2oc2ccccc23)C1 (configuration not stated)	-1.5
52	1.3	-6	-12	-13	1.1	-3	-0.6	83	CCC(C)(C)n1nnnc1C(c1cc2cccc(C)c2[nH]c1=O)N1CCCC1 (configuration not stated)	0.6
53	1.1	2	-21	-2	1.1	-1	0.1	97	CCc1cc(C(=O)OC)c(NC(=O)CC2NCCNC2=O)s1 (configuration not stated)	0.4
54	1	0	-5	-14	1	12	-0.7	108	O=S1(=O)CCN2C(=N1)SC1=C2CCN(Cc2ccccc2)C1	-1.0
55	1.1	-5	5	4	0.97	-2	0.8	106	Cc1oc(-c2ccc(Cl)cc2)nc1CN1CCC(C(=O)NCCCN2CCOCC2)CC1	0.2
56	1.1	4	3	-13	1	-5	0.3	95	CCCOc1ccc(N2CC(C(=O)Nc3ccccn3)CC2=O)cc1 (configuration not stated)	-1.0
57	1	5	2	32	0.99	4	-0.6	85	Cc1cc2ncn(S(=O)(=O)c3ccc(S(=O)(=O)N4CCOCC4)cc3)c2cc1C	-2.2
58	1.2	-6	6	-18	1	0	0.8	88	Cc1cccc2cc(C(c3nnnn3C(C)(C)C)N3CCN(C(=O)c4ccco4)CC3)c(=O)[nH]c12 (configuration not stated)	0.9
59	1.1	-1	3	-6	1.1	-2	-0.1	100	O=C(NC1CCN(Cc2ccccc2)CC1)C1CCCN(c2nnc(-n3cccc3)s2)C1 (configuration not stated)	-1.5
60	1.2	-4	-8	1	1.1	4	-0.4	82	CC1CCN(S(=O)(=O)c2ccc(Cl)cc2Br)CC1	-0.4

# Continued.
no.	Autofluor 339	MMP-13 inhibitor	5-HT1A blocker	S1P1 ag-PAM	Abs 340nm	5HT1E antag	5HT1E ag	Her2 expr inh	molecule	S1P3 agonist
61	1.1	1	12	10	1	3	0.1	77	COc1ccc(S(=O)(=O)n2nc(OC(=O)c3cccs3)cc2N)cc1	-0.5
62	1.1	0	-4	8	1	0	1.5	104	CCN(CC)S(=O)(=O)c1ccc(NC(=O)COC(=O)c2ccc(Br)o2)cc1	0.3
63	1	1	-8	-12	0.96	6	-0.6	102	COc1ccc(CN2CCC(C(=O)N(C)CCc3ccc(OC)c(OC)c3)CC2)c(OC)c1	0.6
64	1	-1	10	8	0.99	3	-1.3	127	O=C(COc1ccccc1F)NC1CC1	0.0
65	1.1	-1	16	-2	1	5	0.1	117	O=C(Nc1ccccc1Sc1ccccc1)C1CCCO1 (configuration not stated)	-1.2
66	1.1	-4	2	-21	1	-4	-0.3	78	COc1cccc(-c2nc(CS(=O)CC(=O)O)c(C)o2)c1 (configuration not stated)	0.3
67	1.1	1	-5	4	1	-4	0.3	101	O=C(NC1CCCCC1)C1CCN(c2nnnn2-c2ccccc2)CC1	-0.6
68	1.1	-1	-9	-4	1	-6	-0.1	109	O/N=C1\CCCCc2ccccc21	0.0
69	1	-6	/	-19	1	7	0.3	71	CC1(C)Cc2c(c(-c3ccccc3)nc3[nH][nH]c(=O)c23)CO1	-2.8

# Compound activity: PubChem BioAssay, several laboratories
